Coupling enz: qHTS Assay for Inhibitors of Fructose-1,6-bisphosphate Aldolase from Giardia Lamblia: Coupling assay counterscreen | coupling enzyme system counterscreen, AmpLite Red fluorescence | activity change, negative = inhibition, % at 58.2 µM, hits read low | 0.67% of 290,000 active; in the data active = activity change below about -30%; note: % is set by controls: 0 for no effect and ±100 for the full control effect
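First, compound is pin-transferred into glyceraldehyde-3-phosphate coupling-enzyme reagent at 57.5 uM final and held 10 min at RT. Next, substrate, coupling system and AmpLite Red are added. After 20 min RT, fluorescence (525/598 nm) is read.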
RORgamma inh: qHTS for inhibitors of ROR gamma transcriptional activity; Nuclear receptor ROR-gamma (Mus musculus), P51450; Drosophila S2 Gal4-RORgamma UAS-luciferase reporter, 20 h; Potency, µM (top dose mostly 53.6 µM), for inactives: at the top dose activity change, negative = inhibition, hits mostly inhibitors; 5.4% of 310,000 active; AID 2551, 2010; note: potency is the fitted concentration of half-maximal effect; % is set by controls: 0 for no effect and ±100 for the full control effect; nearly all actives have a fitted effect of over 60% in size
Target sequence (P51450 whole entry, looked up, the tested form may be a part): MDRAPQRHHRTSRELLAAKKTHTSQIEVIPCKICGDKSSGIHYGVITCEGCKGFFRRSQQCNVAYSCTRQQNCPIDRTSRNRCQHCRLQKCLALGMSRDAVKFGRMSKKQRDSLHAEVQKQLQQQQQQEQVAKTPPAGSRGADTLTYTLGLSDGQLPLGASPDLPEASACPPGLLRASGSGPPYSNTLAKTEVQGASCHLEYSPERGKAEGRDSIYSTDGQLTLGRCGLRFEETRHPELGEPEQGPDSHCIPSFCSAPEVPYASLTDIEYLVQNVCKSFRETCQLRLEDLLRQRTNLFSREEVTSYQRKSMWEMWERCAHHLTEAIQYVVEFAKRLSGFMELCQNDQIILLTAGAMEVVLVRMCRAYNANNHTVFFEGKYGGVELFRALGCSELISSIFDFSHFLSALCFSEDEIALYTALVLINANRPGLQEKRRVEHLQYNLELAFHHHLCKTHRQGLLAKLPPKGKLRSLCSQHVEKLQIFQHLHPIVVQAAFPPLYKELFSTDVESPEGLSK
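Schneider cells (Drosophila), stable Gal4 DBD–ROR gamma + UAS-luc; 1 hr cmpd preincubation; Cu2+ induction 700 uM final; 20 hr ambient; luminescence.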
ELG1 genotoxic: qHTS screen for small molecules that induce genotoxicity in human embryonic kidney (HEK293T) cells expressing luciferase-tagged ELG1; HEK293T ELG1-luciferase reporter, luminescence, 16 h; Potency, µM (titrated, usually from 46 µM), without a hit: at the highest dose activity change, positive = activation, hits mostly activators; 1.3% of 330,000 active; AID 504466, 2011; note: potency is the fitted concentration of half-maximal effect; % of control where 0% means no effect; nearly all actives have a fitted effect of over 60% in size
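Step 1: seed 2,000 HEK293T ELG1-luciferase cells per well. Step 2: add compound or DMSO, incubate 16 hr at 37 °C. Step 3: ONE-Glo, 30 min at room temperature, read luminescence.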
Rab9 promoter act: qHTS Assay for Rab9 Promoter Activators | AID 485297, 2010 | 2.8% of 320,000 active | Huh7 Rab9 promoter-luciferase reporter, luminescence, 24 h | Potency, µM (titrated, usually from 9.22 µM), inactives show at the highest dose activation, negative = inhibition, actives largely listed as activators; note: potency is the fitted concentration of half-maximal effect; % of control where 0% means no effect; nearly all actives have a fitted effect of over 60% in size
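Cell-based reporter: Huh7 stable for Rab9 promoter-driven luciferase, plated in reduced-serum medium with 10% FBS at 1500 cells/well, compound-treated 24 h at 37 °C, luminescence read after 10 min reagent.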
uPA surface inh: qHTS for Inhibitors of Cell Surface uPA Generation | cell surface uPA generation assay, qHTS | Potency, µM (titrated, usually from 38.3 µM), for the others: at the highest dose activity change, negative = inhibition, hits mostly inhibitors | 0.31% of 330,000 active | AID 540303, 2011; active = well fitted inhibition curve with a large enough effect; inconclusive = small, poorly fitted or top-dose-only effect; inactive = no such curve, though single readings can be large or run the other way; tested in mouse RAW 264.7 cells; note: potency is the fitted concentration of half-maximal effect; % is set by controls: 0 for no effect and ±100 for the full control effect; nearly all actives have a fitted effect of over 55% in size
FLuc counter: qHTS profiling assay for firefly luciferase inhibitor/activator using purifed enzyme and Km concentrations of substrates (counterscreen for miR-21 project). 6.9% of 360,000 active. purified FLuc, Km substrates, luminescence inhibition. Luciferin 4-monooxygenase (Photinus pyralis), P08659. AID 588342, 2011. Potency, µM (top dose mostly 57.5 µM), inactives show at the top dose activity change, negative = inhibition, usual class: inhibitors;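 note: potency is the fitted concentration of half-maximal effect; plate controls were vehicle for no effect and reference inhibitor for full effect; nearly all actives have a fitted effect of over 55% in size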
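Purified P. pyralis luciferase, 10 nM final, with Km-level 10 uM D-luciferin and 10 uM ATP in 50 mM Tris acetate pH 7.5, 10 mM Mg acetate, 0.01% Tween-20, 0.05% BSA; 6-point qHTS titration about 60 µM downward; luminescence read.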
KCNH2 3.1 inh: qHTS for Inhibitors of KCHN2 3.1: Mutant qHTS; Potassium voltage-gated channel subfamily H member 2, brain isoform KCNH2 3.1 (human); U2OS KCNH2 3.1, thallium flux FluxOr; stronger effect = lower value; activity change, % (tested at about 1.8 µM); 0.95% of 340,000 active; AID 720553, 2013;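 active = maximum activity change below -70%; inconclusive = maximum activity change from -70% to -50%; inactive = maximum activity change above -50%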;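 note: thallium influx rate constant from kinetic fluorescence after stimulation buffer; % is set by controls: 0 for no effect and ±100 for the full control effect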
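Thallium flux via FluxOr fluorescence (Red40 quencher, 45 min loading) in U2OS cells virally expressing the KCNH2 3.1 isoform (1.77 x 10^8 /mL virus, overnight at 37 C). Rate constants from 2-min kinetic reads post-stimulation, normalised to positive and negative controls.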
Tb PFK block: qHTS Assay to Find Inhibitors of T. brucei phosphofructokinase; ATP-dependent 6-phosphofructokinase (Trypanosoma brucei brucei), O15648; T. brucei PFK, ADP-Glo luminescence; Potency, µM (top dose mostly 57.5 µM), without a hit: at the top dose activity, negative = inhibition, actives largely listed as inhibitors; 0.17% of 330,000 active;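 note: potency is the fitted concentration of half-maximal effect; 0% = uninhibited 1x PFK enzyme wells and -100% = no-enzyme wells; nearly all actives have a fitted effect of over 60% in size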
Target sequence (O15648 whole entry, looked up): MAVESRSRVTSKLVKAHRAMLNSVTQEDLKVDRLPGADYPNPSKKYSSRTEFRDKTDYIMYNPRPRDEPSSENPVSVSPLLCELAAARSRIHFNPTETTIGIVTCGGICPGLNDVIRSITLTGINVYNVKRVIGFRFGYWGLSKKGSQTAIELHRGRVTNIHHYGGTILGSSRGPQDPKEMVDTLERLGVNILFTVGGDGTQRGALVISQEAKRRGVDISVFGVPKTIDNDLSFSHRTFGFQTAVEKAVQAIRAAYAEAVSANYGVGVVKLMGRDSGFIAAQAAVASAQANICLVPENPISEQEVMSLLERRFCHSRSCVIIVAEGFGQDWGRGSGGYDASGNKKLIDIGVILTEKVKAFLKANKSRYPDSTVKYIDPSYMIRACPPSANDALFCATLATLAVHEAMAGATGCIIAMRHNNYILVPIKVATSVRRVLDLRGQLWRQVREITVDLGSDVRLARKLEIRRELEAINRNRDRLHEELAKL
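1.25 nM PFK with 0.5 mM F6P and 0.1 mM ATP in 0.1 M TEA pH 8.0, 5 mM MgCl2, incubated 45 min at room temperature; ADP measured by ADP-Glo luminescence; compounds titrated up to 57 uM.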
Giardia killer: Small Molecules that selectively kill Giardia lamblia: qHTS | Giardia lamblia trophozoite viability | activity change, % at 7.66 µM, hits read low | 0.15% of 340,000 active | AID 540267, 2011; in the data active = activity change below about -80%; inconclusive = between about -30% and that limit;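 note: parasites exposed to compound for two days anaerobically before the ATP read; % is set by controls: 0 for no effect and ±100 for the full control effect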
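Trophozoite viability was measured as ATP-dependent luminescence, read 15-30 min after reagent addition. Before that, parasites at 100 cells/well were exposed to compounds for 48 h, anaerobically, at 37 deg C.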
VP16 counter: VP16 counterscreen qHTS for inhibitors of ROR gamma transcriptional activity; 3.5% of 310,000 active; Potency, µM (highest dose often 53.6 µM), without a hit: at the highest dose activity, negative = inhibition, actives largely listed as inhibitors; Drosophila S2 Gal4-VP16 UAS-luciferase, luminescence, 20 h;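 note: Gal4-VP16 expression switched on by copper sulfate through the metallothionein promoter; potency is the fitted concentration of half-maximal effect; % is set by controls: 0 for no effect and ±100 for the full control effect; nearly all actives have a fitted effect of over 50% in size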
NPC1 prom act: qHTS Assay for NPC1 Promoter Activators | Huh7 NPC1 promoter luciferase reporter, 24 h | Potency, µM (series often up to 9.22 µM), inactives show at the top dose activation, usual class: activators | 2.4% of 320,000 active | AID 485313, 2010;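 note: potency is the fitted concentration of half-maximal effect; % of control where 0% means no effect; nearly all actives have a fitted effect of over 60% in size; reporter is driven by a mutant NPC1 promoter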
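Luciferase expression driven by the NPC1 promoter was measured in stably transfected Huh7 cells after a 24 h compound incubation, using a luciferase reagent and a luminescence read.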
The depositor's hits bear a star; u = inconclusive; x = not tested or not shown; & = joins results of further samples; [ ] = dose if it differs, or a comment. Unless noted, calls come from the whole dose curve; as a rule, active = well fitted curve in the direction sought with a large enough effect; inconclusive = small, poorly fitted or top-dose-only effect, or another doubt; inactive = no such curve, though single readings can be large; an effect the other way counts as inactive or inconclusive. Random draw from the library. About 14% of those tested had a hit in this group.

SMILES | Coupling enz | RORgamma inh | ELG1 genotoxic | Rab9 promoter act | uPA surface inh | FLuc counter | KCNH2 3.1 inh | Tb PFK block | Giardia killer | VP16 counter | NPC1 prom act
O=Cc1ccccc1OCc1ccc2c(c1)OCO2 | -1 | -5% | 13µM* | 12% | u | 1.3µM* | 49 | u | -17 | -7% | 13%
FC(F)(F)c1ccc(C2[C@H]3CN(Cc4ccc(-c5ccccc5)cc4)[C@H](c4ccccc4)C34CC2(c2ccccc2)C4)cc1 (stereo not given in full) | -3&6 | 2%&10% | 0% | -4% | 10% | -3% | 45 | 3% | u | -1%&-2% | 2%
CCSc1nnc(NC(=O)CN2C(=O)N(C)C3(CCCCC3)C2=O)s1 | x | x | -1% | -3% | 6% | 0% | 14 | -3% | -4 | x | 0%
COc1ccc(N2CCN(C(=S)Nc3ccc(C)cc3)CC2)cc1 | 1 | 10µM* | -3% | -1% | -3% | 0% | 19 | -3% | 17 | -2% | -1%
CC(=O)Cc1nsc(NC(=O)c2cc(-c3ccccc3Cl)oc2C)n1 | -2 | -19% | 3% | -11% | -3% | u | 31 | 0% | -4 | 3% | 2%
COc1cccc(NC(=O)CN(C)C(=O)CSC(=S)N2CCCC2)c1 | x | x | -2% | 12% | -10% | 2% | 6 | -18% | 7 | x | 0%
CN(C)/C=C/C(=O)c1ccccc1 | -3 | 13% | 0% | -2% | 14% | -4% | 6 | 0% | -7 | -9% | 0%
Cc1ccc(C(=O)N2CCN(c3ccc(F)cc3)CC2)cc1S(=O)(=O)N1CCCCC1 | x | 17% | -6% | -31%[inhibitor] | -5% | 0% | 2 | -3% | 3 | -8% | -13%
COc1ccc(OC)c(NC(=O)c2c(NC(=O)CCC(=O)O)sc3c2CCCCC3)c1 | 0 | 43% | 7% | 1% | -3% | -1% | x | -10% | -1 | 19% | -7%
CCOC(=O)CN(C(=O)COc1nc(C)cc(C)c1C#N)c1ccc(F)cc1 | 1 | 18% | -2% | -5% | 0% | -3% | -9 | 2% | 10 | 3% | -6%
CCN(CC)S(=O)(=O)c1ccc2[nH]c(=O)cc(C(=O)Nc3ccc(C)cc3)c2c1 | 1 | 9% | u | -2% | 4% | -1% | 8 | -3% | 11 | 1% | -5%
O=C(COC(=O)/C=C/c1ccc(C(F)(F)F)cc1)NCC1CCCCC1 | x | x | 5% | -7% | -9% | 1% | 0 | -22% | -7 | x | 0%
O=C(CN1c2cccc3cccc(c23)S1(=O)=O)N1CCOCC1 | -2 | 19% | 5% | -1% | x | 8% | 9 | -3% | 0 | -4% | -2%
Cc1ccc(C(=O)Cn2nnc3c(sc4nc5c(c(-c6ccccc6)c43)CCC5)c2=O)cc1 | 3 | -15% | 0% | -2% | 2% | -3% | 5 | -1% | -4 | -6% | 0%
Cc1nc(NC(=O)CSc2nc3ccccc3s2)sc1C(=O)N(C)C | 1 | -36% | 7% | 7% | -1% | u | 2 | 0% | 19 | -11% | -2%
O=C(/C=C/Nc1ccc(S(=O)(=O)Nc2ncccn2)cc1)c1cccs1 | 6 | 22% | 4% | 6% | -5% | -13% | -16 | -2% | 5 | 3% | -2%
CCC(CC)c1nnc(NC(=O)c2c(-c3ccccc3)noc2C)s1 | 5 | -122% | -2% | 2% | 0% | 5% | -12 | 1% | -19 | u | -2%
COc1ccc(C2=C(c3ccc([N+](=O)[O-])cc3)C(=O)OC2)cc1 | 3 | 22% | -1% | 10% | 0% | -7% | 13 | -1% | 9 | 7% | -6%
CCNC(=S)Nc1ccc(Cl)c([N+](=O)[O-])c1 | -1 | -25% | -10% | -1% | -8% | 1% | -8 | u | 0 | 11% | -2%
CNS(=O)(=O)c1cccc(C(=O)OCC(=O)c2c(N)n(C)c(=O)n(C)c2=O)c1 | 1 | 18% | 0% | -1% | -2% | 3% | 11 | 4% | 8 | 4% | -1%
Cc1ccc(-c2cc(C(=O)NCc3ccc4c(c3)OCO4)no2)cc1 | 1 | 39% | 25% | -4% | 7% | -16% | 12 | 0% | 6 | 17% | 1%
COC(=O)[C@H](CCSC)NC(=O)Nc1cc(C)ccc1C | -1 | 14% | -1% | 0% | 0% | 0% | -8 | 0% | 1 | 1% | -2%
COC(=O)c1cc(CNC(=O)c2cccc(Cl)c2Cl)ccc1OC | 0 | 22% | -4% | -1% | x | 5% | x | -1% | x | 0% | -1%
COC(=O)Cc1c(O)ccn(C2CC2)c1=O | -3 | -20% | -3% | -10% | x | 2% | 1 | 0% | -8 | -10%[10 µM] | -4%
Cn1c(=O)c2c(nc(CN3CCN(C(c4ccccc4)c4ccccc4)CC3)n2CC(N)=O)n(C)c1=O | -1 | -10% | -2% | 2% | x | 1% | -1 | -4% | 5 | 4% | -1%
CCCCNC(=O)CSc1nc(COc2ccccc2)nc2ccccc12 | 2 | 10% | -1% | -3% | -4% | -15% | -15 | 0% | -2 | -13% | -4%
CCOC(=O)N1CCN(C(=O)CSCc2nc(-c3ccccc3C)oc2C)CC1 | 2 | 37% | -7% | -4% | x | 5% | 10 | -4% | 4 | 1% | 0%
CSc1ccccc1OCc1cc(C(=O)N(C)Cc2ccncn2)no1 | x | -11% | 16µM* | 2µM* | -2% | 15µM* | -9 | -2% | -4 | -9% | 2µM*
CN(C)c1nnnn1-c1ccccc1Oc1ncc(C(F)(F)F)cc1Cl | -22 | 13% | -4% | -2% | -2% | -5% | 1 | -4% | 2 | -2% | -3%
COc1ccc(C2c3[nH]c4ccccc4c3C[C@H]3C(=O)N(CCCO)CC(=O)N23)c(OC)c1 (stereo not given in full) | 2 | 0% | 2% | 0% | -14% | -2% | 3 | -1% | 7 | -3% | -4%
CC(=O)c1cc(F)c(N2CCN(C(=O)C(C)(C)C)CC2)cc1C | 0 | -1% | -2% | -1% | 3% | -9% | -22 | -1% | -2 | -2% | 2%
Cc1c(C)n(-c2ccc(Cl)cc2)c2ncnc(N)c12 | -1 | 10% | -17% | -1% | 4% | -4% | 0 | -5% | 5 | -15% | -1%
Cc1ccc2cccc(OCC(=O)Nc3ccc(N4CCOCC4)cc3)c2n1 | -1 | 6% | -8% | -4% | -9% | -26% | 13 | 5% | 14 | 4% | -3%
O=c1sc2ccccc2n1COc1ccc(Cl)cc1 | 5 | 8% | u | u | -1% | 19µM* | 0 | 2% | -12 | 6% | 27%
CCCCCCCC(=O)Nc1ccc(S(=O)(=O)Nc2nccs2)cc1 | 0 | -17% | -2% | -9% | 5% | 0% | 3 | -11% | 9 | -4% | 1%
CCCCN(C(=O)CSCc1c(C)noc1C)c1c(N)n(CCCC)c(=O)[nH]c1=O | x | x | 4% | -3% | 1% | 8% | -7 | -6% | 22 | x | -1%
CCn1cc(C2=NOC(C(=O)Nc3cc(C)nn3-c3ccccc3)C2)c(C)n1 (stereo not given) | 6 | -16% | -4% | -4% | x | 2% | -20 | -5% | 15 | 7% | -3%
CCOc1ccc(NC(=O)Nc2ccccc2C(N)=O)cc1 | 1 | 9% | 2% | 0% | -9% | 1.2µM* | x | -20% | 5 | -6% | 8%
CCOC(=O)C1CCCN(CCC(=O)Nc2cccc(Cl)c2C)C1 (stereo not given) | 0 | -26% | 1% | 5% | -10% | -1% | -6 | -1% | 9 | -16% | -1%
COc1ccc(-c2cc(C(=O)Nc3ccc(O)cc3)c3ccccc3n2)cc1OC | 1 | 7% | 0% | 29% | -3% | 5.4µM* | 4 | 4% | -11 | -8% | 11%
CCOC(=O)[C@H]1[C@H]2COc3ccc(OC)cc3[C@@H]2N2C(=O)CN(CCc3c[nH]c4ccccc34)C(=O)[C@@]12C | x | x | -4% | 1% | 10% | 2% | -5 | 1% | 8 | x | 2%
COc1ccc(NC(=O)C2CCCN(S(C)(=O)=O)C2)cc1OC (stereo not given) | 0 | -14% | 0% | 3% | 3% | 0% | -9 | 1% | 35[activator] | -6% | 2%
CCC1CCCCN1C1Sc2ccc(C(=O)OC)cc2NC1=O (stereo not given) | -2 | -21% | -1% | -4% | x | 3% | 14 | -1% | -2 | -10% | -6%
CSc1oc(-c2ccco2)nc1S(=O)(=O)c1ccc(F)cc1 | -7 | -13% | 3% | -5% | -7% | -3% | -14 | -1% | -16 | -6% | -11%

From PubChem
